Bioassay records as filed in PubChem.
TEAD-YAP block – TEAD-YAP interaction inhibition, primary screen, TEAD-YAP interaction inhibitor project, luminescence, HEK-TIYL cells; TEAD-Gal4/YAP UAS-luciferase luminescence; hit rate 1.4% among 640,000; inhibition, % at 9.12 µM; AID 1259422, 2018; in the data active = inhibition above about 32%;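 note: 0% = median of test compound wells and 100% = reference inhibitor wells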
GPR151 ag – activators of human GPR151, primary screen, cell-based, PathHunter beta-arrestin, luminescence; PathHunter beta-arrestin GPR151 cells; hit rate 1% among 650,000; G-protein coupled receptor 151 (Homo sapiens), Q8TDV0; activation, % at 11.2 µM; in the data active = activation above about 4.9%;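 note: 0% = median of compound wells and 100% = cells with positive control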
FBW7 activator – FBW7 E3 ligase activators, primary screen, biochemical, AlphaScreen, human; AlphaScreen FBW7–phospho-cyclin E peptide binding, activator screen; normalized activity (activation), % at 26.1 µM; hit rate 0.13% among 650,000; F-box/WD repeat-containing protein 7 (Homo sapiens), Q969H0; AID 1259310, 2017; in the data active = normalized activity above about 1.9%;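 note: purified mutant Fbw7 with reduced substrate affinity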
Target sequence (Q969H0 whole entry, looked up): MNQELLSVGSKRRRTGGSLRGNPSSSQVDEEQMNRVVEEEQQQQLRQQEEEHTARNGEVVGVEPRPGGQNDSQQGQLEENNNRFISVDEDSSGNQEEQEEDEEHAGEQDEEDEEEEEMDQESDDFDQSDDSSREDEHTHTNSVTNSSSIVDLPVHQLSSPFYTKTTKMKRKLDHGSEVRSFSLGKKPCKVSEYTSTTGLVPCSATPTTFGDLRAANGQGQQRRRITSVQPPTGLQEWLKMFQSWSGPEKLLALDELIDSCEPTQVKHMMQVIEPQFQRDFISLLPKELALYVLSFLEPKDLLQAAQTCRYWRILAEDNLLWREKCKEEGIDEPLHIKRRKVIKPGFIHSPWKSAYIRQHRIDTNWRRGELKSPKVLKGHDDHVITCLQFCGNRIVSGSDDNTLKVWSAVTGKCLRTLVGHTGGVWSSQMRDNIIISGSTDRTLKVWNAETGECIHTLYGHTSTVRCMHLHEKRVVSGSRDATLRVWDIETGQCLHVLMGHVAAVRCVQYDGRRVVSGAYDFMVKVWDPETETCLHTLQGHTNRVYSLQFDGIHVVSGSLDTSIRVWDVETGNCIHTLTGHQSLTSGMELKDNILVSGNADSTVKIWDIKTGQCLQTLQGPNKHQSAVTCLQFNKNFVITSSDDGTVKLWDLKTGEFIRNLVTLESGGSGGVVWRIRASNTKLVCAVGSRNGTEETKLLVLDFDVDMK
MITF primary – MITF inhibitors, primary screen, biochemical, AlphaScreen, human; inhibition, % at 2.6 µM; hit rate 0.91% among 650,000; AlphaScreen MITF homodimerization, bead proximity signal; Microphthalmia-associated transcription factor (Homo sapiens), O75030; in the data active = inhibition above about 50%;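 note: 0% = vehicle wells with protein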
An asterisk follows results filed as active.

smiles	MITF primary	GPR151 ag	FBW7 activator	TEAD-YAP block
COc1ccc(NC(=O)c2ccccc2NS(=O)(=O)c2ccc(C)cc2)cc1	6	-1.2	-0.1	-33
Fc1ccccc1-c1nnc2ccc3ccccc3n12	9	-1.3	0.0	-2
CCCCOC(=O)C1=C(C)NC(=O)NC1c1cc(OC)c(Br)cc1OC (stereo not given)	5	-0.5	0.4	6
CCN(CC)Cc1nc2sc(C)c(C)c2c(=O)[nH]1	-32	-1.6	0.4	0
CC(C)CCC1(C2CCN(Cc3cccc4nccnc34)CC2)NC(=O)NC1=O (stereo not given)	3	0.6	0.0	-2
COc1ccc(/C=C/C(=O)OCn2c(SC)nnc(C)c2=O)cc1OC	-2	0.4	0.2	4
CC(=O)c1sc(Nc2ccc3c(c2)OCO3)nc1C	2	0.9	-0.2	-51
CCOC(=O)C1CCCN(C(=O)c2ccc(OC)c([N+](=O)[O-])c2)C1 (stereo not given)	-11	0.1	0.0	7
C(=N\Nc1ncnc2sc3c(c12)CCC3)/c1cccnc1	-8	-1.2	-0.1	-29
C/C(=N\Nc1ccc([N+](=O)[O-])cc1)c1ccc(N2CCOCC2)cc1	1	0.4	0.1	8
C/C(=N/OC(=O)/C=C/c1ccccc1)c1ccc(F)cc1	-22	0.2	0.1	-3
CNC(=O)c1c(NC(=O)c2ccccc2C)sc2c1CCC2	0	2.1	0.2	1
O=C(O)C1CCCN(c2ncccn2)C1 (stereo not given)	8	-0.9	0.3	3
N/C(=N/OCC(=O)Nc1ccc(OC(F)(F)F)cc1)c1nonc1N	4	1.2	0.3	-1
COCCCNCc1c(C(=O)N(C)CCc2ccccc2)nc2sccn12	0	1.4	-0.1	-11
Cc1cc(C(=O)Nc2ccc(-c3nc4cc(C(C)(C)C)ccc4o3)cc2)ccc1[N+](=O)[O-]	-2	0.6	-0.1	1
O=C(N/N=C/c1cccc([N+](=O)[O-])c1)c1ccc(O)cc1	2	-0.9	0.2	-14
C/C(=N\NC(=O)C1CC1(c1ccccc1)c1ccccc1)c1ccc(N)cc1 (stereo not given)	-5	-0.5	0.0	-2
O=C(Cn1cc(C(F)(F)F)ccc1=O)N/N=C/c1ccccc1O	3	-0.6	-0.2	3
O=[N+]([O-])c1cccc(NS(=O)(=O)c2cc(Cl)ccc2Cl)c1	-4	-1.8	-0.1	13
COC(=O)C1=CN(C(C)C)C=C(C(=O)OC)C1c1cc(Br)ccc1OC	1	-1.6	0.3	0
COc1ccc(CNC(=O)c2cccnc2Cl)cc1	3	-0.8	-0.1	8
O=C(NNc1cccc(F)c1)C(O)(c1ccccc1)c1ccccc1	-12	0.5	-0.5	3
Cc1ccccc1CS(=O)(=O)CCC(=O)NCCN1CCC(Cc2ccccc2)CC1	7	0.5	0.9	2
Cc1cccc(N=Cc2c(O)n(Cc3ccc4c(c3)OCO4)c(=O)c3ccccc23)c1	-1	-1.5	-0.3	8
C=C(Br)Cn1c(CCCO)nc2ccccc21	13	-1.9	-0.1	-7
Cc1ccc(C2=N/C(=C\c3cccs3)C(=O)O2)cc1	19	-0.3	0.3	5
C=CCn1c(SCC(=O)N2CCN(c3ccccc3)CC2)nnc1-c1ccccc1O	22	-2.4	0.4	33*
COc1ccc(N2C(=O)C3C4C=CC(CO)(O4)C3C2=O)c([N+](=O)[O-])c1 (stereo not given)	3	0.2	-0.1	4
CC1(C)Cc2ccccc2C(CSc2ccccc2C(=O)O)=N1	21	-1.2	0.3	4
CCOc1ccc2oc(C)c(C(=O)Nc3cc(OC)c(OC)cc3C(=O)OC)c2c1	-4	-0.9	-0.1	-9
Cn1ccnc1C1(O)CCN(C(=O)Cc2ccccc2F)CC1	-1	0.8	0.0	-13
CCC(=O)c1cc2cc(Cl)cc(Cl)c2oc1=O	15	-0.1	0.0	7
O=c1[nH]c(-c2cccc(O)c2)nc2c1cnn2-c1ccccc1	-6	-0.3	-0.2	13
Cn1c(CN2CCC(CO)(Cc3ccccc3)CC2)nc2ccccc21	7	-0.2	0.0	8
O=C(c1cc(N2CCCCC2)c(F)cc1[N+](=O)[O-])N1CCCCC1	14	0.5	0.1	-11
Cc1cn(-c2nc(-c3cccs3)cc(C(F)(F)F)n2)c(=O)[nH]c1=O	-12	-0.2	-0.2	-3
COc1cccc(-n2c(=S)sc3c(=O)n(-c4ccccc4C)c(SC)nc32)c1	-3	0.0	0.2	-1
O=C(CSc1ccc(-c2cccc([N+](=O)[O-])c2)nn1)N1CCCC1	20	-0.7	0.1	-19
CC(=O)c1ccc(NC(=O)COC(=O)/C=C/c2cccs2)cc1	3	0.8	0.5	0
CC(=O)c1sc(=Nc2ccc(C)cc2)n(CCCN2CCOCC2)c1C	-5	-0.6	-0.2	2
O=C(NCCNCc1c[nH]c2ccccc12)c1ccc(Cl)cc1	-9	-0.4	0.2	3
CC(=O)Nc1ccc(Nc2nc(N3CCN(Cc4ccc5c(c4)OCO5)CC3)nc3c2ncn3C(C)C)cc1	-1	-1.0	-0.2	1
COc1ccc(N2CCN(C(=O)c3cc(OC)c(OC)c(OC)c3)CC2)nn1	-8	0.1	-0.2	3
O=C(O)CCCNC(=O)/C(=C\c1ccc(Cl)cc1)NC(=O)c1ccccc1	5	-0.2	-0.2	6
O=C(c1ccc(F)cc1)N1N=C2CCCCC2C1(O)C(F)(F)F (stereo not given)	-2	0.6	-0.1	5
Cc1ccc(-c2cc(C(=O)N3CCN(C/C=C/c4ccccc4)CC3)c3ccccc3n2)cc1	5	1.2	-0.6	5
Cc1ccc(C(=O)NNC(=O)c2ccc([N+](=O)[O-])cc2Cl)cc1	18	-0.4	0.4	7
CCc1ccccc1N=CC1=C(O)CC(C)(C)CC1=O	-4	2.1	0.0	0
CC1(C)c2ccccc2N2CCC(=O)NC21/C=C/c1cccc(Br)c1 (stereo not given)	7	0.2	-0.1	-9
OCCC1CN(Cc2ccc(Cl)cc2)CCN1Cc1ccccc1F (stereo not given)	-15	0.2	0.0	3
COc1cc(OC)cc(-c2nnc(NC(=O)c3cccc(S(C)(=O)=O)c3)o2)c1	34	-1.2	-0.9	10
COc1ccc(CSc2ncn[nH]2)cc1Cl	9	-0.9	-0.1	-5
CC1=CC(C)(C)N2C(=O)C3(C(C#N)=C(N)Oc4n[nH]c(C)c43)c3cc(C)cc1c32 (stereo not given)	-4	-0.2	-0.1	3
C(=C/c1ccccc1)/CN1CCN(c2nc(-c3ccccc3)cs2)CC1	14	-0.6	0.2	7
COc1cccc(CNc2nc3ccccc3n3cnnc23)c1	20	-0.3	1.8	-3
CN(C)CCNCCOc1ccc(Cl)c2ccccc12	15	1.5	-0.3	-5
Cc1ccc(-c2csc(CC(=O)Nc3ccccc3)n2)cc1	1	0.7	-0.1	15
CN(CCO)c1c([N+](=O)[O-])cc([N+](=O)[O-])c2cccnc12	1	0.9	-0.2	-13
Cc1ccc(N(C(=O)c2ccccc2Br)C2C=CS(=O)(=O)C2)cc1 (stereo not given)	2	0.1	0.3	0

Next part.
smiles	MITF primary	GPR151 ag	FBW7 activator	TEAD-YAP block
O=C(CSc1nnc(NC(=O)CN2CCOCC2)s1)Nc1ccccc1	-4	0.0	0.5	17
CCc1ccc(OC)c(S(=O)(=O)NCc2ccccc2)c1	10	0.0	0.2	-3
CCc1ccc(Oc2nc3ccccn3c(=O)c2/C=C(\C#N)C(=O)N2CCOCC2)cc1	1	0.1	0.0	12
Cc1cc(C(=O)COc2cccnc2[N+](=O)[O-])c(C)n1CC1CCCO1 (stereo not given)	2	1.7	-0.3	1
COC(=O)c1c(C)nn(-c2ccccc2)c1NC(=O)c1cccc(Cl)c1	6	4.6	-0.1	-7
O=C(NNC(=O)c1ccc2c(c1)OCO2)c1ccncc1	-7	0.1	-0.1	-3
Cc1c(C(=O)C(=O)N(C)C)c2ccccc2n1C	3	-0.5	0.0	2
O=c1[nH]c(N2CCOCC2)nc2c1CN(Cc1ccncc1)CC2	-5	1.0	0.0	6
O=C(COc1ccc(Cl)cc1)N/N=C/c1cc2c(cc1Cl)OCO2	-6	0.9	0.3	-13
COc1ccccc1N1CCN(c2ncnc3sc(C(=O)N4CCN(c5ccccc5)CC4)c(C)c23)CC1	21	1.7	0.3	-2
COc1ccc(C)cc1NC(=O)Cn1cnc2sc3c(c2c1=O)CCCC3	4	-0.1	0.0	-10
NC(=O)c1c(NC(=O)CN2CCCCCC2)sc2c1CCCC2	-4	-0.5	-0.1	-5
C=CCOc1c(I)cc(/C=c2\sc3n(c2=O)C(c2ccc(OC)cc2)C(C(=O)OCC)=C(C)N=3)cc1OC (stereo not given)	8	-1.3	0.2	1
c1ccc(N2CCN(c3nc(NC4CC4)c4ncn(-c5ccsc5)c4n3)CC2)nc1	0	0.9	0.1	49*
Cc1cccc(OCCn2c(C)c(/C=N/n3cnnc3)c3ccccc32)c1	5	0.6	0.0	3
CC(=O)c1ccc(N2CCN(CC(=O)Nc3ncc(C)s3)CC2)cc1	12	-0.6	-0.3	0
O=C(O)CCC(=O)NNc1nc(-c2ccccc2)c2cc(Br)ccc2n1	21	0.2	0.0	15
O=c1[nH]c2nc(-c3ccc(N4CCNCC4)cc3)cnc2n1-c1cccc(Cl)c1	17	-0.3	0.7	14
O=C(NC(=S)Nc1cccnc1)c1ccc(Br)cc1	10	-0.6	-0.1	-32
Cc1ccc(Cl)cc1N1CCN(CC(=O)Nc2ccc3[nH]c(=O)[nH]c3c2)CC1	9	1.8	0.0	-6

Compounds above with bromine, in the order listed:
smiles	MITF primary	GPR151 ag	FBW7 activator	TEAD-YAP block
CCCCOC(=O)C1=C(C)NC(=O)NC1c1cc(OC)c(Br)cc1OC (stereo not given)	5	-0.5	0.4	6
COC(=O)C1=CN(C(C)C)C=C(C(=O)OC)C1c1cc(Br)ccc1OC	1	-1.6	0.3	0
C=C(Br)Cn1c(CCCO)nc2ccccc21	13	-1.9	-0.1	-7
CC1(C)c2ccccc2N2CCC(=O)NC21/C=C/c1cccc(Br)c1 (stereo not given)	7	0.2	-0.1	-9
Cc1ccc(N(C(=O)c2ccccc2Br)C2C=CS(=O)(=O)C2)cc1 (stereo not given)	2	0.1	0.3	0
O=C(O)CCC(=O)NNc1nc(-c2ccccc2)c2cc(Br)ccc2n1	21	0.2	0.0	15
O=C(NC(=S)Nc1cccnc1)c1ccc(Br)cc1	10	-0.6	-0.1	-32

Next part:
smiles	MITF primary	GPR151 ag	FBW7 activator	TEAD-YAP block
COc1ccc(OC)c(CCNC(=O)c2cc3ccccn3n2)c1	-16	-0.1	0.1	-1
CCCCOC1(c2ccccc2)OC(=O)c2ccccc21 (stereo not given)	3	2.2	0.8	-2
O=C(CSc1nnc(-c2cccc(F)c2)n1-c1ccccc1)c1cccc2ccccc12	5	1.1	-0.1	-1
CCCSc1nnc(NC(=O)c2ccccc2F)s1	-2	-2.3	0.0	-48
COc1ccc2c(c1)cc(C)c1nn(CC(=O)Nc3cccc(C(C)=O)c3)c(=O)n12	11	-2.1	0.1	4
Cc1ccc(S(=O)(=O)Nc2cc(C)cc(C)c2)cc1	0	0.0	-0.1	-3
CC(=O)c1ccc(NC(=O)CSc2ccc3nnc(-c4ccncc4)n3n2)cc1	-12	0.3	-0.2	2
COc1ccc(N=CC2=CN(Cc3ccccc3)C=C(C#N)C2)cc1	11	0.4	-0.2	3
COc1ccccc1C(=O)O/N=C(\N)c1ccc(Cl)cc1	35	-1.4	0.1	-75
COc1ccc2cc(C3CC(c4ccc(OC)c(OC)c4)=NN3C(=O)c3ccccc3Cl)c(Cl)nc2c1 (stereo not given)	12	0.7	0.2	9
C/C(=C1/SC(=S)N(CCC(=O)O)C1=O)c1ccc(O)cc1	3	0.7	-0.2	-10
Oc1cccc(Nc2nc(-c3cccnc3)cs2)c1	9	-2.1	-0.2	45*
